phage Ecoli inh: E. coli growth loss with phage present | growth absorbance | inhibition, % at 11.9 µM | hit rate 0.26% among 360,000 | AID 651602; in the data active means inhibition above about 11%
MITF act: activators of MITF-driven TRPM1 promoter activity in SK-MEL-5 cells; SK-MEL-5 TRPM1-promoter luciferase, 24 h; % of positive control, neutral wells = 0; hit rate 0.75% among 300,000; activation, % at 12.5 µM;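 active means mean activation of at least 80% with every replicate also reaching 80%; inconclusive means mean reaches 80% but some replicate falls short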;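 further: 0% = neutral control wells and 100% = parthenolide positive control wells; values of inactives mirror those of a sister screen read the other way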
Tat export inh: blocks Tat-dependent protein export in E. coli. hit rate 0.036% among 340,000. inhibition, % at 10 µM. E. coli MC4100 TorA-mCherry Tat export, fluorescence. AID 488895;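 active means mean replicate inhibition at least 50% and at least half of replicates individually reaching 50%; inconclusive means only one of the two criteria met; inactive means neither criterion met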;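 further: exported cargo escapes ClpAP degradation while cytoplasmic cargo is degraded and loses fluorescence; 0% = median of neutral control wells and 100% = median of NaSCN control wells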
AddAB inh: less growth of phage-infected E. coli with AddAB. AID 435030. E. coli expressing H. pylori AddAB, absorbance growth. inhibition, % at 11.9 µM. hit rate 0.29% among 330,000; in the data active means inhibition above about 12%;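 further: 0% = vehicle wells of infected cells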
CAL PDZ FP-1: blocks peptide binding to human CAL PDZ domain; Q9HD26; purified CAL PDZ, TMR-peptide fluorescence polarization, 1 h; inhibition, % at 20 µM; hit rate 0.02% among 330,000; AID 504414;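 active means highest replicate inhibition of at least 40%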;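 further: plate controls were DMSO neutral control wells for no effect and unlabeled competitor peptide control wells for full effect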
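System: purified tagged CAL PDZ domain construct (CerCALP). Schedule: 1 h incubation at room temperature before polarization reading. Medium: 25 mM sodium phosphate pH 7.4, 150 mM NaCl, TCEP, IgG, Thesit. Read-out: percent inhibition from loss of millipolarization. Measured by: FP readout, S and P plane fluorescence. Probe or stimulus: fluorescent TMR peptide probe.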
SR-BI DiI inh: blocks mouse SR-BI lipid uptake from DiI-HDL; ldlA[mSR-BI] CHO cells, DiI-HDL uptake fluorescence, 3 h; inhibition, % at 12.5 µM; hit rate 0.96% among 320,000;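 active means mean replicate inhibition of at least 70% and a set share of replicates each scoring 70 or more; inconclusive means meets just one of the two criteria; inactive means fails both criteria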;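 further: 0% = median of neutral control wells and 100% = median of positive control wells; values of inactives mirror those of a sister screen read the other way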
Target sequence (Q61009 whole entry, looked up): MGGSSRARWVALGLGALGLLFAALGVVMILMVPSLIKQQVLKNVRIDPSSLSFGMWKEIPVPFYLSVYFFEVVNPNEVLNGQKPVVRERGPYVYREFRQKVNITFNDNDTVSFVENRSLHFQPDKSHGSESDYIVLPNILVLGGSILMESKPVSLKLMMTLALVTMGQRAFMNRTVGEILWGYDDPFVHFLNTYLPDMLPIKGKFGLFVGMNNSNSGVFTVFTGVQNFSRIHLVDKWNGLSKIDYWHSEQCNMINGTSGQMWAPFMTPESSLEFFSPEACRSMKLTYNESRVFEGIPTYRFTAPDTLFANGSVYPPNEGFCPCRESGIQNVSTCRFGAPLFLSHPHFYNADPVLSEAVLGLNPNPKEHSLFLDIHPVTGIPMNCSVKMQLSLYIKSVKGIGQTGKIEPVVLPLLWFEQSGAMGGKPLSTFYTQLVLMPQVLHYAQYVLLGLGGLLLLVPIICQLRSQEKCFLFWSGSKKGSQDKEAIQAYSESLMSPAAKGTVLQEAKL
Ecoli viability: reduces bacterial viability in AddAB counter-screen | E. coli V3065 growth, OD600 absorbance, 18 h | inhibition, % at 11.9 µM | hit rate 0.27% among 330,000;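 active means inhibition above the campaign's mean inhibition across all tested compounds plus 3 SD, cut at about 9.9% in these data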;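 further: uninfected addAB+ strain grown without phage in ampicillin broth; 0% = DMSO wells and 100% = ciprofloxacin 0.95 µg/ml wells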
SR-BI uptake up: SR-BI HDL lipid transfer activation | CHO ldlA[mSR-BI] cells, DiI-HDL uptake fluorescence, 3 h; 100 = double the neutral-control signal | activation, % at 12.5 µM | hit rate 0.096% among 320,000 | AID 504775;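 active means mean replicate activation of at least 60% and every replicate at or above 60%; inconclusive means mean or all-replicate condition met, but not both; inactive means mean below 60% and not all replicates reaching 60%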;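 further: 0% = median plate neutral-control signal and 100% = twice that signal; values of inactives mirror those of a sister screen read the other way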
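System: CHO ldlA[mSR-BI] cells / Medium: HEPES-buffered (25 mM, pH 7.4) F12 plus 0.5% BSA / Probe or stimulus: labelled HDL, 10 µg/mL / Doses: single compound concentration, delivered by pin transfer / Schedule: 3 h, 37 °C / Measured by: DiI fluorescence, bottom read / Measure: cell-associated DiI fluorescence as measure of HDL uptake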
Wnt bcat act: Wnt/beta-catenin pathway activation; Wnt/beta-catenin reporter cell assay, activator, plate reader; activation, % at 9.35 µM; hit rate 1.2% among 300,000; in the data active means activation above about 30%, passing the limit was not always enough; inconclusive means no clear call, values can overlap the other calls;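 further: 0% = neutral control wells and 100% = positive control wells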
CAL PDZ FP-2: blocks peptide binding to the human CAL PDZ domain | Q9HD26 | purified CAL PDZ, TMR-peptide fluorescence polarization, 1 h | inhibition, % at 24.9 µM | hit rate 0.92% among 300,000 | AID 602252;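 active means mean inhibition of at least 30% with at least half of replicates also reaching 30%; inconclusive means no clear call, values can overlap the other calls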;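 further: 0% = DMSO neutral control and 100% = excess unlabeled competitor peptide PRC23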
Active calls of the source: *; ? = inconclusive; · = no result given.

Order of results – CAL PDZ FP-1 | Ecoli viability | Wnt bcat act | SR-BI DiI inh | CAL PDZ FP-2 | AddAB inh | phage Ecoli inh | MITF act | Tat export inh | SR-BI uptake up
1. CC(=O)Nc1ccc(NC(=S)NC(=O)c2oc3ccccc3c2C)cc1
 : -1.6 | -1.3 | · | 17 | -3 | 0.6 | -1.8 | 10 | -7 | -17
2. Cc1c(C(=O)O)sc2nc(/C=C/c3cccc(F)c3)[nH]c(=O)c12
 : -4.2 | -2.3 | 8 | -6 | -8 | -1.0 | 2.4 | -4 | 6 | 6
3. O=C(NCc1ccccc1)c1ccc2nnsc2c1
 : -0.6 | 0.2 | 4 | -136 | · | 4.0 | 2.4 | -2 | 7 | ?
4. COc1ccc(CC(=O)N2CCCc3ccccc32)cc1OC
 : -0.9 | -2.9 | -4 | · | -3 | -3.3 | 0.2 | -10 | 1 | ·
5. Cc1cc(C)c2nc(N)sc2c1
 : -1.0 | 2.5 | · | 10 | 0 | 3.5 | 3.6 | 22 | -2 | -10
6. CCOC(=O)c1c(S(=O)(=O)Nc2ccc(CN3CCC(C)CC3)cc2)c(C)n(C)c1C
 : -2.4 | -0.4 | -2 | -16 | -3 | 3.4 | -2.5 | 15 | -2 | 16
7. CC1CCc2c(sc(NC(=O)c3ccco3)c2C(=O)O)C1 (centres undefined)
 : -0.3 | 2.1 | 23 | 8 | 0 | 2.5 | 1.2 | 13 | -2 | -8
8. Cc1ccc(-n2nnnc2SCC(=O)NC(C(=O)O)(c2ccccc2)c2ccccc2)cc1C
 : -0.5 | 1.0 | 0 | -24 | -3 | 1.6 | 2.9 | 4 | 4 | 24
9. Cc1ccc(/C=N/NC(=O)c2sccc2OCc2ccc(F)cc2)cc1
 : -3.0 | 1.4 | · | 19 | 1 | 1.5 | 2.2 | -5 | -4 | -19
10. Cc1ccc(Cl)cc1NC(=O)C(Cc1ccccc1)N1C(=O)C2C3CCC(C3)C2C1=O (centres undefined)
 : -0.6 | -0.8 | · | 11 | -2 | 3.0 | 2.9 | 7 | 7 | -11
11. Nc1nccnc1C(=O)OCC(=O)NCCc1ccc(S(N)(=O)=O)cc1
 : -2.2 | -0.1 | 2 | -4 | 0 | -2.1 | 3.8 | 2 | 25 | 4
12. CC(C)(C)c1ccc(NC(=O)c2c(F)cccc2Cl)cc1
 : -0.4 | -2.6 | 1 | -1 | 5 | 0.9 | -0.8 | 10 | -3 | 1
13. O=C(/C=C/c1cccc([N+](=O)[O-])c1)NCCSCc1ccccc1Cl
 : -1.4 | 1.0 | · | -13 | -5 | 5.6 | 5.1 | 12 | 5 | 13
14. CCOC(=O)c1c(C)[nH]c(C(=O)N2CCN(c3ccc(OC)cc3)CC2)c1C
 : -0.1 | -1.3 | -1 | 14 | -3 | 0.5 | 4.1 | -1 | -2 | -14
15. OCCC1CN(Cc2ccc(-c3ccco3)cc2)CCN1Cc1ccsc1 (centres undefined)
 : -2.0 | -0.8 | 0 | -7 | 0 | 0.0 | 3.3 | -1 | -2 | 7
16. O=C1Nc2ccccc2/C1=C/c1ccnc2ccccc12
 : -2.3 | 0.3 | 0 | -17 | -1 | -0.3 | 1.4 | 11 | -3 | 17
17. O=C(COc1ccc(Br)cc1)NC(=S)Nc1ccccc1N1CCOCC1
 : -0.9 | 2.0 | 6 | 20 | 0 | -0.3 | -0.9 | -8 | 12 | -20
18. CCCCCCn1c(C(C)O)nc2ccccc21 (centres undefined)
 : -3.7 | -1.0 | · | 4 | 2 | 0.5 | -0.5 | -9 | -2 | -4
19. COc1ccc(C(=O)Nc2n[nH]c(-c3ccncc3)n2)cc1
 : -0.5 | -0.6 | -8 | -12 | 0 | 1.3 | -0.6 | 24 | 1 | 12
20. CCOc1cc(N2CCOCC2)c(OCC)cc1NC(=O)CSc1ncccc1C(=O)O
 : -0.5 | -3.3 | 2 | 6 | -3 | -3.2 | 1.6 | -4 | -4 | -6
21. Cc1[nH][nH]c(=O)c1C(c1ccc(-c2ccc(F)cc2)o1)c1c(C)[nH][nH]c1=O
 : -0.6 | -1.7 | 2 | -15 | -4 | 2.2 | 2.9 | 5 | -5 | 15
22. Cc1ccc(NC(=O)CN(C)C(=O)Cn2ccsc2=N)cc1
 : 0.0 | -1.6 | -2 | -10 | 6 | 3.0 | -1.9 | -8 | -5 | 10
23. CC(=O)c1cccc(NC(=O)COC(=O)C2CCCN2C(=O)c2cccs2)c1 (centres undefined)
 : -0.5 | -0.2 | -2 | 6 | · | 1.5 | 2.3 | -11 | -1 | -6
24. N#CC1=C(SCC(=O)Nc2ccccc2)NC(=O)CC1c1ccco1 (centres undefined)
 : -0.8 | 2.2 | · | 19 | -1 | 1.5 | 1.4 | 54 | -7 | -19
25. COc1cc2c(cc1OC)/C(=C/c1ccc(Cl)cc1)C(=O)OC2
 : -1.7 | 1.7 | -2 | 18 | -7 | 1.9 | -0.4 | 0 | -2 | 4
26. CCN(CC)c1ccc(NC(=O)c2cc(OC)cc(OC)c2)c(C)c1
 : -0.1 | 1.1 | · | 7 | · | -0.3 | 0.8 | 4 | -1 | -7
27. Cc1ccc(-n2ncc(C#N)c2/N=C/N2CCN(C)CC2)cc1
 : -1.7 | -2.2 | · | 16 | -2 | -0.2 | -0.9 | 1 | 6 | -16
28. COc1ccc(Cn2c(-c3ccc(C)cc3)c[n+]3ccccc23)cc1
 : -2.4 | -0.9 | -7 | 12 | -2 | -0.7 | 0.8 | -76 | 13 | -12
29. O=[N+]([O-])c1ccc(NCc2ccc(Cl)cc2)nc1
 : -0.8 | 3.3 | 0 | 15 | -4 | 4.5 | 2.2 | · | 9 | -15
30. O=C(CCS(=O)(=O)c1ccc(F)cc1)Nc1ccc(N2CCN(Cc3ccccc3)CC2)cc1
 : 0.6 | -0.5 | 1 | 7 | 6 | 1.8 | -0.3 | 20 | -8 | -7
31. O=C(CSc1nnc(-c2cccnc2)n1CCc1ccccc1)NCc1ccccc1
 : · | 0.8 | · | -26 | 2 | -0.2 | 1.2 | 1 | 1 | 26
32. CC(C)CCNC(=O)C(c1ccco1)N(Cc1ccccc1)C(=O)c1snc(C(N)=O)c1N (centres undefined)
 : -1.1 | -0.2 | -6 | -12 | -1 | 1.5 | 2.3 | -10 | 1 | 12
33. CC(/C=N/N1CCN(c2ccc(C)cc2)CC1)=C\c1ccccc1
 : -0.2 | 1.7 | -2 | 8 | 0 | 0.8 | 0.9 | -6 | -1 | -8
34. COc1ccc(CNC(=O)CSc2cc(=O)n(C)c3ccccc23)cc1
 : -0.6 | 1.8 | -2 | -53 | -3 | 3.6 | 2.5 | -9 | 1 | 53
35. O=C(O)C1Sc2[nH]c(=O)sc2C2c3ccc(O)cc3OC(=O)C12 (centres undefined)
 : -2.2 | -3.0 | -1 | 6 | -1 | 0.7 | 3.1 | -4 | -8 | 15
36. COc1ccc2[nH]c3c(c2c1)CCN1C(=O)C(CC(=O)NCCCN(C)C)C[C@H](C(=O)N2CCCCC2)[C@@]31C (some centres undefined)
 : 0.5 | -1.2 | -1 | -19 | -3 | -0.1 | 1.0 | 5 | -3 | 19
37. COCCN(C(=O)COC(=O)CCOc1ccccc1C)c1c(N)n(Cc2ccccc2)c(=O)[nH]c1=O
 : -2.5 | 2.6 | 15 | 9 | -3 | -1.4 | 2.9 | -3 | 1 | -9
38. Cc1cc(C)n2nc(C(=O)OCCOc3ccc(Br)cc3)nc2n1
 : -0.8 | -0.1 | · | -15 | 9 | -2.0 | 1.1 | -5 | -6 | 15
39. CC(C)COc1ccc(CNC(=S)NCc2ccccc2)cc1
 : -0.7 | 5.4 | · | 4 | 18 | 8.7 | 1.6 | -3 | -13 | -4
40. CCCN(CCC)CC(O)Cn1cc(/C=C/C(=O)c2cccs2)c2ccccc21 (centres undefined)
 : -0.7 | -3.0 | 3 | 24 | -1 | 3.1 | 3.9 | 8 | 0 | -24
41. COc1ccc(/C=N/NC(=O)c2cccnc2)cc1CN1CCOCC1
 : -0.2 | 2.5 | -2 | 0 | · | 1.0 | 1.6 | 6 | 6 | 0
42. Cc1sc2ccccc2c1CNC[C@H]1O[C@@H](n2cnc3c(N)ncnc32)[C@H](O)[C@@H]1O
 : -0.5 | -0.2 | -1 | 10 | -3 | 2.4 | 2.3 | 8 | -3 | -10
43. Cc1ccc(NC(=O)c2c3c(nc4ccccc24)CCC3)cc1S(=O)(=O)N(C)C
 : -1.5 | -0.2 | -3 | 45 | 7 | 0.3 | -2.4 | -26 | 2 | -45
44. CCCCN(C(=O)CCNC(=O)NC12CC3CC(CC(C3)C1)C2)c1c(N)n(CCC)c(=O)[nH]c1=O
 : -2.4 | -0.1 | -1 | 1 | -4 | 1.4 | 0.4 | 12 | 1 | -1
45. C[C@H](CO)N1C[C@H](C)[C@@H](CN(C)S(=O)(=O)c2ccc(F)cc2)Oc2ccc(NC(=O)Nc3ccc4c(c3)OCO4)cc2C1=O
 : 1.0 | -3.2 | -2 | -3 | -2 | 1.5 | 2.7 | 8 | -5 | 3
46. O=C(Nc1ncc2c(n1)-c1ccccc1CC2)c1ccc(Cl)cc1
 : -1.2 | -0.2 | -3 | -15 | · | 0.5 | 3.1 | -9 | 4 | 15
47. CCn1c(C)nc2cc(C(=O)NNC(=S)Nc3ccc(Cl)cc3)ccc21
 : -1.1 | -0.2 | 7 | · | -4 | -1.0 | 1.2 | 22 | -3 | ·
48. Cc1ccc2nc(SCC(=O)Nc3nonc3C)[nH]c2c1
 : -2.9 | 1.4 | -1 | · | -2 | 2.5 | 3.2 | 5 | -2 | ·
49. CCc1cc2c(NCc3ccco3)ncnc2s1
 : -2.7 | 0.6 | · | 27 | 1 | 3.1 | 5.4 | · | 7 | -27
50. COc1cc(OC)cc(C(=O)OCC(=O)Nc2cccc(C(C)=O)c2)c1
 : 0.0 | -1.9 | 1 | -4 | -4 | 0.4 | 0.2 | 8 | -11 | 4
51. CC1(C(=O)NC2CCCCCCC2)CCC(=O)N1Cc1cccs1 (centres undefined)
 : -0.4 | -0.2 | -1 | -31 | 0 | 1.1 | -1.2 | 1 | 0 | 31
52. CC(C)N(C(=S)Nc1cccc(S(=O)(=O)N(C)C)c1)c1ccccc1
 : 0.7 | 0.2 | -4 | -3 | -6 | -0.9 | -1.1 | -2 | -3 | 3
53. CCOC(=O)/C(C#N)=C/c1cccn1-c1ccc(Cl)cc1
 : · | -1.9 | -1 | · | · | 1.5 | 0.4 | · | · | ·
54. CN(Cc1ccccc1)C(=O)c1[nH]cnc1C(=O)Nc1cccc(Cl)c1
 : -1.0 | -3.8 | 15 | 0 | -2 | 0.3 | -0.9 | 47 | 4 | 0
55. COC(=O)c1cc(N=C(N)N=C(N)N)cc(C(=O)OC)c1
 : -1.4 | 0.2 | 4 | -4 | 2 | 0.6 | 4.7 | 15 | 2 | 4

Compound activity as filed in PubChem BioAssay.
